HT1080-NT tox: qHTS for induction of synthetic lethality in tumor cells producing 2HG: qHTS for the HT-1080-NT fibrosarcoma cell line | HT-1080-NT fibrosarcoma viability, CellTiter-Glo ATP luminescence, 48 h | Potency, µM (highest dose often 46.1 µM), for inactives: at the top dose activity, negative = less viability, most hits filed as cytotoxic | actives 1.6% (n = 360,000) | AID 686970, 2013;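 note: NT is the 2HG producing partner of a matched IDH1 knockdown line; potency is the fitted concentration of half-maximal effect; 0% = DMSO-treated cells and -100% = media-only wells without cells; nearly all actives have a fitted effect of over 55% in size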
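Read-out is CellTiter-Glo luminescence after 10 minutes at room temperature, following 48 hours' compound treatment of HT-1080-NT cells (750 cells/well, RPMI, 5% FBS, 37 degrees C).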
KB-3-1 cytotox: qHTS assay for MDR1-selective chemotherapeutics: Primary screen using the parental adenocarcinoma cell KB-3-1 | KB-3-1 viability, CellTiter-Glo ATP luminescence, 72 h | Potency, µM (highest dose often 46.1 µM), inactives show at the top dose activity change, negative = cytotoxic, most hits filed as cytotoxic | AID 1347075, 2019 | actives 1.4% (n = 400,000); note: potency is the fitted concentration of half-maximal effect; % is set by controls: 0 for no effect and ±100 for the full control effect; nearly all actives have a fitted effect of over 60% in size
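Here the drug-naive KB-3-1 line serves as comparator for MDR sub-line selectivity; cells received compound titrations, 72 h at 37 °C, then CellTiter-Glo readout.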
MCF10A rereplic: A quantitative high throughput screen for small molecules that induce DNA re-replication in MCF 10a normal breast cells. MCF 10A DNA re-replication, Hoechst nuclear intensity, 48 h. Potency, µM (series often up to 46.1 µM), for inactives: at the top dose activity, positive = re-replication, hits mostly activators. actives 2.9% (n = 350,000). AID 624296, 2012; note: potency is the fitted concentration of half-maximal effect; % of control where 0% means no effect; nearly all actives have a fitted effect of over 50% in size
ATXN2 expr inh: Primary qHTS for Inhibitors of ATXN expression; actives 0.72% (n = 360,000); HEK-293 ATXN2-luciferase reporter, luminescence, 24 h; Potency, µM (doses to about 57 µM), inactives show at the top dose activity change, negative = inhibition, hits mostly inhibitors; note: potency is the fitted concentration of half-maximal effect; % is set by controls: 0 for no effect and ±100 for the full control effect; nearly all actives have a fitted effect of over 55% in size
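ATXN2-luciferase reporter cells (luciferase flanked by upstream and downstream ATXN2 gene portions) were treated 24 h at 37 °C with compounds at up to 57 uM. SteadyGlo luminescence gave expression; GF-AFC fluorescence gave viability.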
KB-V1 cytotox: qHTS assay for MDR1-selective chemotherapeutics: Primary screen using the drug-selected MDR subline cells KB-V1; KB-V1 MDR cells viability, CellTiter-Glo, 72 h; Potency, µM (doses to about 46.1 µM), inactives show at the top dose activity change, negative = cytotoxicity, actives largely listed as cytotoxic; actives 3.4% (n = 400,000); AID 1347076, 2019; note: potency is the fitted concentration of half-maximal effect; % is set by controls: 0 for no effect and ±100 for the full control effect; nearly all actives have a fitted effect of over 60% in size
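Luminescent ATP read-out (CellTiter-Glo, 10 min) measures survival of drug-selected KB-V1 MDR cells after 72 h, 37 degrees C compound exposure. Medium: phenol-red-free DMEM, 10% FBS. Values from fitted concentration-response curves.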
IL1B secr inh: qHTS for Inhibitors of Inflammasome Signaling: IL-1-beta AlphaLISA Primary Screen. THP-1 LPS/ATP IL-1B secretion, AlphaLISA, 16 h; stronger effect = lower value. activity change, % at 57.5 µM. actives 4.7% (n = 360,000); in the data active = activity change below about -50%; inconclusive = mostly about -30% to -49%; note: % is set by controls: 0 for no effect and ±100 for the full control effect
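Secreted IL-1B measured by AlphaLISA bead assay after 16 h compound exposure of THP-1 cells; compounds (final up to 57.5 uM) added 1 h before LPS (250 ng/mL) and ATP (1.25 mM) stimulation; lower signal means less secretion.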
SW480 rerep: A quantitative high throughput screen for small molecules that induce DNA re-replication in SW480 colon adenocarcinoma cells. SW480 DNA re-replication, Hoechst DNA content imaging, 48 h. Potency, µM (titrated, usually from 46.1 µM), for inactives: top-dose re-replication activation, most hits filed as activators. actives 1.8% (n = 340,000). AID 624297, 2012; note: potency is the fitted concentration of half-maximal effect; % of control where 0% means no effect; nearly all actives have a fitted effect of over 55% in size
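Treated cells incubate 48 hr (37 C, 5% CO2), are stained 40 min with Hoechst, and nuclear fluorescence is enumerated; a rise in nuclei with high DNA signal marks re-replication.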
HT1080 IDH1KD tx: qHTS for induction of synthetic lethality in tumor cells producing 2HG: qHTS for the HT-1080-IDH1KD cell line. HT-1080 IDH1 knockdown viability, ATP luminescence, 48 h. Potency, µM (doses to about 46.1 µM), for the others: top-dose activity, negative = toxicity, actives largely listed as cytotoxic. actives 2% (n = 360,000). AID 686971, 2013;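 note: potency is the fitted concentration of half-maximal effect; 0% = DMSO wells and -100% = cell-free medium wells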
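Knockdown cells (IDH1KD HT-1080) received compounds 2 h after plating at 750 cells/well and were kept 48 h at 37 °C in 5% FBS RPMI. A CellTiter-Glo luminescence read gave % activity for curve fitting.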
WRN helicase inh: qHTS for Inhibitors of WRN Helicase; Potency, µM (titrated, usually from 114 µM), without a hit: at the top dose activity change, negative = inhibition, hits mostly inhibitors; WRN helicase unwinding, fluorescent forked duplex, kinetic; actives 0.46% (n = 360,000); AID 651768, 2012; note: potency is the fitted concentration of half-maximal effect; % is set by controls: 0 for no effect and ±100 for the full control effect; nearly all actives have a fitted effect of over 55% in size
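Kinetic fluorescence helicase assay: unwinding of a quenched forked DNA duplex (100 nM final) with 2 mM ATP final raises red fluorescence (525/598 nm). Compounds sat 15 min at room temperature with 20 nM WRN beforehand.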
* = called active by the depositor; ? = inconclusive; · = not tested or not shown; & = joins results of further samples; [ ] = remark or other dose. Unless noted, calls come from the whole dose curve; as a rule, active = well fitted curve in the direction sought with a large enough effect; inconclusive = small, poorly fitted or top-dose-only effect, or another doubt; inactive = no such curve, though single readings can be large; an effect the other way counts as inactive or inconclusive.

SMILES	HT1080-NT tox	KB-3-1 cytotox	MCF10A rereplic	ATXN2 expr inh	KB-V1 cytotox	IL1B secr inh	SW480 rerep	HT1080 IDH1KD tx	WRN helicase inh
CC(=O)c1ccc(N(C(=O)c2ccco2)C(C(=O)NC2CCCC2)c2cccs2)cc1 (configuration not stated)	1%	21%	1%	4%	?	-16	-4%	-2%	-5%
C/C(=N\NC(=O)c1ccccc1F)c1cccc(NC(=O)c2ccccc2)c1	13%	0%	8%	14%	?	-2	1%	5%	-14%
CCCCc1nc2ccccc2n1CC(=O)NN	8%	2%	0%	-6%	22%	0	-1%	5%	-12%
Cc1[nH]c(=O)c(C#N)c(C)c1CCC(=O)NCc1ccc(Cl)cc1	-24%	11%	2%	-16%	21%	5	-5%	-11%	-2%
CCOC(=O)N1CCN(C(=O)c2ccc(CSc3ccc(Cl)cc3)cc2)CC1	-25%	-18%	0%	-29%[11.3 µM]	-2%	-80*	0%	?	-29%
O=C(NCc1cccs1)C1CCN(S(=O)(=O)c2cccc([N+](=O)[O-])c2)CC1	-1%	0%	9%	-10%	1%	10	-12%	1%	6%
Cc1ccc(CC(=O)N2CCN(c3ccccn3)CC2)cc1	4%	0%	1%	13%	-10%	2	-2%[9.22 µM]	4%	2%
CN(C)c1ncnc2c1ncn2[C@H]1CN(Cc2cccnc2)C[C@@H](CO)O1	4%	0%	·	-2%	1%	0	·	10%	4%
Cc1ccc2oc3nc(C)c(C(=O)O)cc3c(=O)c2c1	-27%	?	5%	11%	-30%	-14	-5%	?	5%
Cc1ccccc1NC(=O)Cc1nc(COC(=O)C(C)C)cs1	0%	5%	11%	-10%	22%	19	-5%	6%	4%
COc1ccccc1NC(=O)CC12CC3CC(CC(Br)(C3)C1)C2	11%	3%	2%	-10%	3%	4	-24%	20%	-2%
C=C(C)CN(CC)C(=O)COc1ccc(S(=O)(=O)Nc2ccc(OC)cc2)cc1	-6%	1%	-180%[0.0737 µM]	-13%	-21%	15	-20%	-24%	0%
COC(=O)c1cccc(C23CC4(C2)[C@H](CN(C)[C@@H]4c2ccccc2)C3c2ccc(C(F)(F)F)cc2)c1 (some centres not stated)	-17%	4%	?	-3%	7%	7	-11%	5%	-2%
FC(F)(F)c1cnc(Oc2ccccc2-c2nnco2)c(Cl)c1	-19%	-3%	1%	-6%	-6%	25	-2%[9.22 µM]	-5%	5%
COc1ccc(OCc2nnc3n2N=C(c2ccccc2)C(CC(=O)O)S3)cc1 (configuration not stated)	1%	-2%	28%	-9%	20%	28	14%	15%	?
O=C(O)CCCC(=O)N1CCCC1	24%	3%	-6%	-13%[11.3 µM]	-1%	-8	-10%	-13%	-31%
CC(C)NC(=O)C(c1ccc(F)cc1)N(C(=O)CCC(=O)Nc1ccccn1)C1CCCC1 (configuration not stated)	5%	-2%	-1%	-13%	?	-6	-3%	3%	3%
O=C(OCN1C(=O)c2ccccc2C1=O)c1cccc(OC(F)F)c1	10%	4%	-3%	-13%	16%	8	0%	14%	-8%
COc1ccc(S(=O)(=O)NCC(c2ccc(F)cc2)N2CCOCC2)cc1Br (configuration not stated)	-3%	-6%	-3%	4%	?	-7	3%	-1%	-24%
Cc1cc(C)nc(NC(C)(C)C(=O)O)n1	8%	-1%	2%	·	9%	5	-49%	7%	-4%
Cc1ccc(N=Cc2c(O)c3ccccc3oc2=O)c(C)c1	10%	3%	9%	·	7%	-12	0%	5%	8%
CCOC(=O)C1(C)CCCN1C(=O)c1snnc1C (configuration not stated)	17%	0%	·	3%	1%	18	·	9%	-2%
O=C(CN1CCCC1)Nc1ccc(Br)cc1	1%	4%	-4%	·	25%	-7	?	8%	5%
OCC[C@@H]1C[C@H](O)[C@@H](O)[C@@]2(OCCCc3ccccc32)O1	5%	15%	-5%	4%	-1%	12	-2%	7%	-10%
COc1cccc(-c2n[nH]nc2C2=CC(=O)CC(C)(C)C2)c1	5%	4%	·	6%	12%	12	·	7%	-5%

Random excerpt: 3 entries already listed, in no set order.
SMILES	HT1080-NT tox	KB-3-1 cytotox	MCF10A rereplic	ATXN2 expr inh	KB-V1 cytotox	IL1B secr inh	SW480 rerep	HT1080 IDH1KD tx	WRN helicase inh
COc1ccc(OCc2nnc3n2N=C(c2ccccc2)C(CC(=O)O)S3)cc1 (configuration not stated)	1%	-2%	28%	-9%	20%	28	14%	15%	?
COc1ccccc1NC(=O)CC12CC3CC(CC(Br)(C3)C1)C2	11%	3%	2%	-10%	3%	4	-24%	20%	-2%
O=C(O)CCCC(=O)N1CCCC1	24%	3%	-6%	-13%[11.3 µM]	-1%	-8	-10%	-13%	-31%

The results go on.
SMILES	HT1080-NT tox	KB-3-1 cytotox	MCF10A rereplic	ATXN2 expr inh	KB-V1 cytotox	IL1B secr inh	SW480 rerep	HT1080 IDH1KD tx	WRN helicase inh
Nn1c(SC/C=C/c2ccccc2)nnc1-c1ccccn1	14%	2%	12%	11%	3%	-7	-14%	10%	-1%
COc1ccc(CCNC(=O)c2cc(-c3ccccc3)c(N3CCOCC3)s2)cc1OC	-24%	-17%	23%	?	?	-11	-1%	-22%	-6%
C[C@H](CO)N1C[C@H](C)[C@@H](CN(C)S(=O)(=O)c2cn(C)cn2)Oc2ccc(NC(=O)Cc3ccccc3)cc2C1=O	11%	9%	-3%	-6%	0%	27	-8%	13%	0%
COc1ccc(NCCc2ccccn2)cc1	-9%	3%	0%	·	1%	18	-6%	-5%	4%
O=S(=O)(Nc1ccc2[nH]ncc2c1)c1ccccc1Cl	2%	-16%	2%	1%	6%	-6	-5%	-3%	-7%
C#CCOC(=O)c1csc2nnsc12	3%	-3%	0%	0%	20%	-19	-5%	1%	3%
CNc1nc(N)c([N+](=O)[O-])c(N2CCCCCC2)n1	0%	10%	18%	-6%	4%	-18	7%	-2%	-4%[57.1 µM]
O=S(=O)(c1ccccc1)c1nc(-c2ccco2)oc1NCc1ccco1	-2%	-13%	17%	5%	?	-1	3%	0%[9.24 µM]	-9%
Cc1ccc(N2C(=O)C3C(C(=O)c4ccccc4)=NN(c4ccccc4)C3C2=O)cc1 (configuration not stated)	-5%	?	6%	-1%	0%	-6	-1%	-2%	-20%[57.1 µM]
Cc1ccc2c(c1)N(CCC(=O)NC1CCCCC1)C(=O)CO2	19%	9%	-2%	-5%	-22%	0	-7%	14%	-1%
CCOc1cccc2cc(C(=O)NCc3ccc(F)cc3)c(=N)oc12	16%	-9%	4%	2%	-1%	-6	1%	17%	-2%
CC(C)c1ccc(C(=O)N2CCCC(c3cc(C(=O)NCc4ccccc4)no3)C2)cc1 (configuration not stated)	-29%	-12%	·	-24%	-5%	-1	·	?	1%
O=S1(=O)CC(N2CCN(Cc3ccccc3F)CC2)CN1Cc1cn(Cc2cccc(Cl)c2)nn1 (configuration not stated)	-3%	?	·	-16%	14%	-7	·	-9%	-4%
O=C(c1cc2c(=O)n3ccccc3nc2s1)N1CCN(Cc2ccc3c(c2)OCO3)CC1	-7%	4%	3%	3%	-28%	3	-4%	-7%	-5%
Cc1cc2[nH]c(=O)c(=O)[nH]c2cc1S(=O)(=O)N1CCN(c2ccccc2F)CC1	4%	-4%&-5%	-10%	2%	?	-12	-3%	0%	-1%
CSc1nc2nc3c(cc2c(=O)n1-c1ccccc1C)COC(C)(C)C3	2%	-23%	-1%	·	-10%	11	1%	2%	-8%
CC1=C(C(=O)OC(C)C)C(c2ccc(Cl)cc2)n2c(s/c(=C\c3ccc(OCC(=O)O)cc3)c2=O)=N1 (configuration not stated)	-2%	1%	11%	·	12%	-4	0%	-1%	-11%[11.6 µM]
C=CCSc1nnc2n(CCc3ccccc3)c(=O)c3c4c(sc3n12)COC(C)(C)C4	0%	?	8%	-5%	3%	-12	-18%	0%	2%
O=C(CN1C(=O)C2CCCCN2C(=O)c2ccccc21)N1CCCc2ccccc21 (configuration not stated)	3%	-2%	-3%	4%	3%	-6	0%	0%	1%
CC(=O)OCC(=O)Nc1ccc(N=Nc2ccccc2)cc1	-7%	-4%	7%	16%	-12%	-16	0%	-8%	-13%
O=C(NCCOC(=O)C1COc2ccccc2O1)C1COc2ccccc2O1 (configuration not stated)	1%	-1%	7%	0%	-1%	9	-2%	-3%	1%
CC12CN3CCN(CC(C3)/C1=N/NC(=O)Nc1ccccc1)C2	23%	0%	2%	-25%[11.3 µM]	-13%	-9	-11%	14%	-30%[57.1 µM]
Cc1cc(=O)oc2cc(NC(=S)NCc3cccnc3)ccc12	20%	13%	8%	5%	0%	-9	-746%[1.84 µM]	8%	-6%
Cn1c(SCC(=O)N/N=C/C=C/c2ccco2)nc2ccccc21	12%	0%	?	7%	-11%	0	17%	8%	?
CCCCCOC(=O)c1ccccc1C(=O)O	16%	0%	-2%	0%	11%	?	-18%	19%	-14%
Oc1ccc(Br)cc1Cn1nnc2ccccc21	-1%	-1%	10%	·	8%	14	7%	-11%	-3%
Cc1cc(=O)[nH]c2ccc(S(=O)(=O)NCc3ccccc3)cc12	1%	-5%	-8%	3%	0%	45	7%	-1%	10%
Cc1cccc(N2C(=O)CC(Sc3nc(C)c4c(n3)CCCC4)C2=O)c1 (configuration not stated)	7.1µM*	9%	12%	-3%	16µM*	5	5.8µM*	10µM*	-11%
CCC(C)NC(=O)C1c2ccccc2C(=O)N1Cc1ccc(OC)cc1OC (configuration not stated)	-1%	-2%	1%	1%	-13%	-17	-23%	4%	6%
